# NPY Y1 blocker = NPY-Y1 (human) receptor antagonism | P25929 | HEK293-CNG Y1 cells, membrane potential fluorescence; NPY at EC95, then isoproterenol | inhibition, % at 3.6 µM | 200,000 tested, 1% active | AID 1040;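 active means inhibition above the campaign mean inhibition of all tested compounds plus 3 SD, cut at about 20% in these data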;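 further: 0% = DMSO wells given NPY plus isoproterenol and 100% = isoproterenol alone without NPY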
#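 Material: Y1- and CNG-channel-expressing HEK293 cells / Probe or stimulus: NPY 25 nM then isoproterenol 1 µM plus Ro 20-1724 25 µM / Doses: 3.6 µM single dose, DMSO 0.4% / Schedule: compound incubation 1 h at room temperature, readout 45 min post-stimulation / Signal: membrane potential fluorescence / Benchmarks: isoproterenol-only wells as full block versus NPY-plus-isoproterenol wells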
# NPY1 pot ag = potentiates or activates human NPY-Y1 receptor; P25929; NPY-Y1 expressing cells, potentiator/agonist activation; activation, % at 3.6 µM; 220,000 tested, 0.37% active; in the data active means activation above about 33%, passing the limit was not always enough;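 further: cells stimulated with NPY at EC10 then isoproterenol at EC100; 0% = low agonist plus stimulus and 100% = saturating agonist plus stimulus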
# RBBP9 inh = blocks human serine hydrolase RBBP9. 220,000 tested, 0.2% active. O75884. recombinant RBBP9, FP-Rh probe fluorescence polarization. inhibition, % at 7.94 µM;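 active means inhibition above the campaign mean of all tested compounds plus 3 SD, cut at about 14% in these data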;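 further: plate controls were DMSO wells with RBBP9 for no effect and wells lacking RBBP9 protein for full effect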
# Target sequence (O75884 whole entry, looked up): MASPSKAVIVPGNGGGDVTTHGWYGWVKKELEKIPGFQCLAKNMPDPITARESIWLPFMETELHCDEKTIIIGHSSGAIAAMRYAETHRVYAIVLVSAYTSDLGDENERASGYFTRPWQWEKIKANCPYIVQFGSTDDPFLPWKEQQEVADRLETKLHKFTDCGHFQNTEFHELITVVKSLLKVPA
#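 Test system: recombinant human RBBP9. Quantity: 2.5 µM RBBP9 dispensing solution, before mixing. Detection: FP readout at 525/598 nm. Reagent: Serine-hydrolase probe FP-Rh, 375 nM pre-mixing. Measure: % inhibition. Control set: DMSO-treated enzyme wells and wells lacking RBBP9. Buffer or medium: Tris-NaCl-Pluronic buffer, pH 8.0. Times: preincubation 30 min plus labeling 45 min at 25 °C.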
# S1P4 antag = human S1P4 receptor antagonism; 220,000 tested, 0.26% active; O95977; S1P4-expressing cells, antagonist mode, reporter read-out; AID 1510; inhibition, % at 4.98 µM; in the data active means inhibition above about 29%;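 further: 0% = wells stimulated with agonist and 100% = vehicle wells without agonist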
# BaF3 parental = counter-screen for JAK2V617F inhibitors: parental Ba/F3 viability inhibitors | CellTiter-Glo ATP luminescence | inhibition, % at 5.6 µM | 220,000 tested, 1.1% active;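 active means inhibition above a per-campaign cutoff, the mean inhibition of all tested compounds plus 3 SD, cut at about 27% in these data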;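 further: 0% = DMSO wells and 100% = JAK Inhibitor I control wells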
# NPY2 pot ag = potentiates or activates human NPY-Y2 receptor | P49146 | cells expressing NPY-Y2, potentiator/agonist read-out | activation, % at 3.6 µM | 220,000 tested, 0.45% active; in the data active means activation above about 27%;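 further: cells stimulated with NPY near EC25 plus isoproterenol at EC100; 0% = vehicle plus submaximal agonist and 100% = vehicle plus saturating agonist; some results beyond the cut were filed as inactive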
# Runt-CBFb FRET = blocks binding of human RUNX1 Runt domain to CBFb | inhibition, % at 20 µM | Q01196+Q13951 | 220,000 tested, 0.46% active | Cerulean-Runt/Venus-CBFb FRET ratio 530/480, 1 h;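 active means inhibition over about 50% at 20 µM in the single-dose screen, limit read from the data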;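 further: 0% = DMSO wells and 100% = excess unlabeled CBFb competitor control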
# Target sequence (Q01196 whole entry, looked up, the tested form may be a part): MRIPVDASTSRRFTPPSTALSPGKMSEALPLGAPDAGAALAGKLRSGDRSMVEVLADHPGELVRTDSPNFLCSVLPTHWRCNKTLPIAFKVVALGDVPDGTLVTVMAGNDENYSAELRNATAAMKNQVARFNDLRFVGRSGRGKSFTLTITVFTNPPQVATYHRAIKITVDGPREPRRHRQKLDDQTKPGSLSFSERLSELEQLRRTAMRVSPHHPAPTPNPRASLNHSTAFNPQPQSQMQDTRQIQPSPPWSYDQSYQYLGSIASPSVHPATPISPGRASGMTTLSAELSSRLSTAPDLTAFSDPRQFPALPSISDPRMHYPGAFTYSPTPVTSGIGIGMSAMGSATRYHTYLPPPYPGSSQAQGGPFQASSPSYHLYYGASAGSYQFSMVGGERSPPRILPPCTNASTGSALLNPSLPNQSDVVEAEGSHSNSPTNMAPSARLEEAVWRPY
# Target sequence (Q13951 whole entry, looked up, the tested form may be a part): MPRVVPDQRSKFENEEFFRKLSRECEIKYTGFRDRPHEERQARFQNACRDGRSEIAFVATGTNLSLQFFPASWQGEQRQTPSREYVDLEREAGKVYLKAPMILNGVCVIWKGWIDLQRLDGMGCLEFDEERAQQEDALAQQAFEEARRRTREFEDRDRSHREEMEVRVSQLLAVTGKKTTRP
#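 Assay system: Cerulean-Runt domain / Medium: Tris 50 mM pH 7.5, KCl, K2SO4, 0.01% BSA / Timing: protein complex preformed 1 h, compound exposure 1 h, room temperature, dark / Measured by: FRET, excitation 422 nm, emission at 530 and 480 nm / Evaluation: loss of energy transfer signal / Control set: 5 µM unlabeled CBFb as full-inhibition high control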
# Ba/F3 V617F tox = loss of viability in JAK2V617F-driven Ba/F3 cells; Ba/F3 EpoR-JAK2V617F viability, ATP luminescence; inhibition, % at 5.6 µM; 220,000 tested, 1.1% active; AID 1446;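 active means inhibition above the campaign mean plus 3 SD over all tested compounds, cut at about 24% in these data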;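 further: cytokine-independent growth of Ba/F3 cells driven by EpoR plus mutant JAK2; 0% = DMSO-treated cells and 100% = JAK inhibitor I control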
# S1P4 agonist = activates the human S1P4 receptor; AID 1509; 220,000 tested, 0.35% active; O95977; S1P4-expressing cell line, agonist reporter assay; activation, % at 4.98 µM; in the data active means activation above about 11%;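 further: 0% = DMSO vehicle and 100% = reference agonist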
# * hit, by the source's call; / = not tested or not shown.
SMILES,NPY Y1 blocker,NPY1 pot ag,RBBP9 inh,S1P4 antag,BaF3 parental,NPY2 pot ag,Runt-CBFb FRET,Ba/F3 V617F tox,S1P4 agonist
O=C(Cc1ccccc1)Oc1coc(CSc2ncccn2)cc1=O,2.9,-11.6,-4.3,7.3,1.0,-0.9,-0.4,-2.0,1.9
Cc1cc(C)nc(NC2=NCC(=O)N2c2ccccc2Br)n1,-1.0,-2.9,-1.4,-11.7,0.8,-10.7,/,1.1,0.2
CC(=O)Nc1cccc(N2C(=O)CC(Cc3ccccc3)C2=O)c1 (configuration not stated),-5.4,8.5,1.5,-4.0,5.6,3.7,-0.8,0.6,-1.6
N#CC1=C(N)Oc2cc(N)ccc2C1C1CCCCC1 (configuration not stated),0.8,9.8,1.9,3.7,4.4,14.9,50.5*,-3.4,13.8*
Cc1cc(NC(=O)Cn2cnc3sc(C)c(-c4ccccc4)c3c2=O)no1,-1.5,0.3,-5.3,-16.4,2.7,-13.9,0.5,-2.5,1.8
CCOC(=O)c1c(NC(=O)Cn2nc(C(=O)O)c3ccccc3c2=O)sc(CC)c1C,1.2,-8.5,-6.8,1.2,7.2,-2.9,-0.3,1.6,0.9
Nc1ccc(SCc2nc3cccc4c3n2CCC4)cc1,/,8.6,-7.5,5.2,3.8,-33.4,2.8,1.5,-0.4
CN1CCN(c2nc(-c3ccncc3)nc3ccccc23)CC1,-3.7,6.6,8.9,-10.1,8.7,5.9,3.1,1.5,0.1
C/C=C/c1cc(CN2CCN(c3ccc(OC)cc3)CC2)c(O)c(OC)c1,1.2,-0.4,-5.5,-12.4,7.3,-3.0,8.5,3.4,-0.3
CCn1nc(NC(=O)Cc2ccc(OC)cc2)c2cc3cccc(C)c3nc21,/,-9.8,-5.2,0.0,0.3,-10.7,82.1*,-2.7,0.5
Cc1cc(C)cc(NC(=S)N2CCN(c3ncccn3)CC2)c1,-2.5,18.4,-2.8,-7.3,-0.8,6.1,-0.5,-2.4,0.6
CCOC(=O)c1cc(NC(=O)/C=C\C(=O)O)ccc1Cl,-1.7,-7.6,-1.7,-3.6,5.6,4.8,1.9,-1.8,1.0
Cc1nnc(SCc2nc3scc(-c4ccccc4)c3c(=O)[nH]2)s1,/,6.9,-6.0,9.7,-3.2,6.5,-0.8,1.7,2.2
Cc1ccc(NC(=O)c2cc(=O)c3ccccc3o2)c(C)c1,6.5,-6.3,-2.0,-16.2,7.6,8.2,-2.1,-0.4,1.1
COc1ccc(CCN2C(=O)CSC2=Nc2ccc(C(C)C)cc2)cc1OC,/,-8.8,-1.9,-12.0,0.1,17.4,-7.5,0.7,0.0
OC(COc1ccc2ccccc2c1)Cn1ccnc1 (configuration not stated),0.5,-0.1,-1.3,-8.2,4.7,14.4,-0.4,1.0,0.4
O=C(Nc1cnccc1C(F)(F)F)NC1CCCCC1,/,10.6,-9.9,-1.4,0.1,5.3,-1.3,-3.0,0.7
CCOC(=O)N1CCN(C(=O)c2sc3nc(-c4ccc(F)cc4)cn3c2C)CC1,-4.0,-8.1,-3.9,8.8,8.7,-12.6,1.8,5.7,-2.0
Cc1ccc(N(C(C)C(=O)Nc2ccc3c(c2)OCO3)S(C)(=O)=O)cc1 (configuration not stated),8.6,-9.8,-8.7,-23.5,1.6,-1.9,1.1,-2.4,9.8
COc1ccc(S(=O)(=O)N2CCCC(C(=O)Nc3ccc(NC(=O)c4ccccn4)cc3)C2)cc1 (configuration not stated),-2.9,6.0,-1.8,-7.9,7.6,5.5,-1.9,2.9,0.6
CC1=NOC(=O)/C1=C\c1ccc(-c2ccc(Br)cc2C(=O)O)o1,2.5,-4.1,-5.2,5.2,7.1,-11.8,-12.3,3.7,-0.4
Cc1ccc(SCC(=O)NC2CC3CCC(C2)N3C)cc1 (configuration not stated),/,7.2,-2.5,4.8,-0.6,3.6,-1.3,-3.6,-1.2
O=C(Nc1ccccc1)c1cnc(-c2ccccc2)nc1-c1ccccc1,9.6,-24.6,-11.3,-17.7,8.6,-17.8,4.0,4.3,0.9
O=C(NCCc1c[nH]c2ccccc12)c1c(Cl)nc2sccn12,10.0,-8.8,-5.6,-17.4,3.7,-2.6,-0.8,-2.3,0.4
O=C(O)COCC(=O)Nc1ccc(-n2nc(C(F)(F)F)cc2-c2cccs2)cc1,/,17.7,5.0,-4.5,-9.5,1.2,1.1,2.4,-1.6
CCCC(=O)Nc1ccc(C#Cc2ccccc2)cc1,-10.2,24.6,-10.1,-13.5,5.9,17.0,0.2,-1.9,-2.5
O=C1OC2(CCCC2)OC(=O)C1=Cc1c[nH]c2ccccc12,-3.7,-0.7,-8.4,-16.1,0.8,8.0,/,-1.8,1.8
CCOC(=O)CCNc1n[nH]c(=O)[nH]c1=O,-2.4,-0.5,-7.3,-4.8,6.3,8.6,-0.8,1.7,-0.8
CC12c3ccccc3C(c3ccccc31)C1C(=O)N(Cc3cccnc3)C(=O)C12 (configuration not stated),-2.2,9.2,-4.0,-44.1,3.5,8.4,-2.4,-3.3,0.1
O=c1[nH]c2cc3c(cc2cc1CN(Cc1ccc2c(c1)OCO2)Cc1nnnn1CC1CCCO1)OCO3 (configuration not stated),5.2,10.7,-1.6,-6.6,7.0,-3.2,-11.4,0.6,-0.5
Cc1cc2n(n1)C(c1ccc3c(c1)OCO3)Nc1ccccc1-2 (configuration not stated),-1.5,-13.9,-4.3,-7.7,4.3,4.8,0.0,1.7,-2.7
COc1cccc(N2CCN(C(=S)NCCc3ccccc3)CC2)c1,2.7,19.2,2.7,0.9,1.6,2.5,0.3,0.4,-2.1
O=C1C2N=NN(CC(=O)N3N=C(c4cccc5ccccc45)CC3c3ccccc3)C2C(=O)N1c1ccccc1 (configuration not stated),6.2,-58.5,-10.2,-15.2,2.4,-23.6,-5.6,-3.6,-2.4
COc1ccccc1NC(=O)c1ccc2nc(-c3ccccc3)c(-c3ccccc3)nc2c1,-8.0,0.0,10.9,-12.1,-0.3,14.8,-3.3,-2.3,-1.1
O=C(CSc1nnc(Cc2ccccc2)o1)NC1CC2CCC1C2 (configuration not stated),11.5,2.2,4.0,-1.0,4.5,-1.6,1.4,-2.7,0.7
CCCCc1c(O)nc(SCC(=O)N2CCCCC2)n(-c2ccccc2C)c1=O,5.9,-4.8,-3.0,10.9,-1.1,2.5,-0.7,-1.3,2.0
COc1ccc(N2CCN(c3ncccn3)CC2)cc1,2.9,-3.8,-3.2,-3.6,-1.5,6.0,1.3,-3.4,-3.2
Cc1ccc(S(=O)(=O)NCc2ccc(C(=O)N3CCCC3)cc2)cc1,3.7,-12.5,-8.9,5.3,4.8,6.3,-0.6,1.9,0.3
COc1ccc(/C=C(/NC(=O)c2cccs2)C(=O)N2CCOCC2)cc1OC,3.5,5.9,-5.3,-1.5,4.5,2.8,1.3,-1.9,-0.4
CC(C)CN1C(=O)C(=O)N(CC(=O)Nc2cc(Cl)ccc2Oc2ccccc2)C1=O,6.4,-9.4,-1.6,-8.7,2.0,-5.8,-1.4,2.5,0.4
Cc1cc(C)cc(NC(=O)CCn2ccnc2C)c1,-0.5,-0.5,-15.9,-12.4,10.5,-2.6,0.0,5.1,0.9
CCOC(=O)c1cccc(NC(=O)c2cccnc2)c1,0.8,13.7,-6.5,-10.1,5.9,-0.4,-3.3,1.1,-0.4
O=C(NCc1cccnc1)C1COc2ccccc2O1 (configuration not stated),2.6,15.9,-11.2,2.3,7.9,-2.9,0.3,-0.6,-0.1
COc1cc(/C=N/NC(=O)c2ccc(CSc3nc4ccccc4[nH]3)cc2)cc(OC)c1OC,-6.7,10.1,-43.2,6.0,1.8,24.1,-5.8,0.2,-0.1
O=C(NCCCCO)c1ccc2c3c(cccc13)CC2,4.3,1.7,-6.7,1.5,3.9,-0.9,-0.1,0.5,-1.2
CC(C)[C@H](NC(=O)Nc1ccc(Oc2ccccc2)cc1)C(=O)O,5.9,-2.8,-7.4,0.1,4.4,1.9,-2.3,1.2,0.5
Cc1ccc(S(=O)(=O)N2CCCOC2CNC(=O)C(=O)NC2CCCCC2)cc1 (configuration not stated),0.1,-17.0,5.4,7.6,1.9,-8.2,-0.2,0.4,0.8
CCn1nnnc1SCC(=O)Nc1ccc2c(c1)OCCO2,1.5,1.1,-5.5,-10.2,1.2,-11.1,-1.1,-3.0,2.3
Cc1ccc(C2C(C(=O)c3cccs3)=C(O)C(=O)N2c2cccc(C)n2)cc1 (configuration not stated),/,37.0,-6.9,-0.8,0.2,11.6,1.2,-2.5,1.3
COc1ccc(S(=O)(=O)N2CCN(CC(=O)Nc3ccc(F)c(F)c3)CC2)cc1,-0.5,13.5,-8.5,-12.3,3.3,10.2,-0.1,-2.6,1.4

# Later entries.
SMILES,NPY Y1 blocker,NPY1 pot ag,RBBP9 inh,S1P4 antag,BaF3 parental,NPY2 pot ag,Runt-CBFb FRET,Ba/F3 V617F tox,S1P4 agonist
Cc1ccc(C(=O)c2cc(C)sc2NC(=O)CN2CCN(C(=O)c3ccco3)CC2)cc1,-6.3,-9.0,1.0,-9.4,2.9,2.2,-4.5,0.0,-1.0
CN1C(=O)c2ccccc2N(C)C1c1cccs1 (configuration not stated),2.9,2.3,-0.8,-2.3,4.4,10.1,-0.3,-1.3,-0.4
CC(C)OCCCNc1nc2c([nH]1)c(=O)n(C)c(=O)n2C,4.7,5.4,-3.4,-6.7,7.8,4.6,-1.6,2.6,-0.6
O=C(Nc1ccc(S(=O)(=O)N2CCc3ccccc32)cc1)c1ccco1,-10.6,6.7,-18.4,-7.3,4.6,16.0,-1.8,0.0,2.0
COc1ccc(/C=C2\CCC(C3CCCC3)C2=O)cc1Cn1cccn1 (configuration not stated),10.5,2.3,-9.7,-16.5,1.1,8.6,-5.4,0.7,0.1
CCOC(=O)C1=C(CC)Nc2ccccc2N/C1=N\S(=O)(=O)c1cc(Br)ccc1Br,-2.2,32.8*,-2.0,-3.3,7.5,15.5,-2.8,3.9,-0.4
COc1ccccc1N1CCN(C/C=C/c2ccc(N(C)C)cc2)CC1,1.1,17.5,-5.7,-14.3,6.9,14.1,4.1,0.6,-1.4
Cc1cc(Br)ccc1OCc1nc(-c2cccnc2)no1,3.4,12.6,1.4,-28.9,5.8,16.6,-3.4,0.4,-1.5
c1csc(CSc2nnc3sc4ccccc4n23)c1,-1.6,-4.0,-7.6,-30.9,4.8,0.0,-3.0,0.4,1.6

# Entries listed so far that have two or more sulfur atoms, in the order listed:
SMILES,NPY Y1 blocker,NPY1 pot ag,RBBP9 inh,S1P4 antag,BaF3 parental,NPY2 pot ag,Runt-CBFb FRET,Ba/F3 V617F tox,S1P4 agonist
Cc1nnc(SCc2nc3scc(-c4ccccc4)c3c(=O)[nH]2)s1,/,6.9,-6.0,9.7,-3.2,6.5,-0.8,1.7,2.2
c1csc(CSc2nnc3sc4ccccc4n23)c1,-1.6,-4.0,-7.6,-30.9,4.8,0.0,-3.0,0.4,1.6

# Source: PubChem
